TRPV1 agonist: activates the human vanilloid receptor TRPV1. Q8NER1. TRPV1-expressing cells, Fluo-8 calcium influx, agonist mode. activation, % at 8.33 µM. 320,000 compounds, 0.19% hits; in the data active means activation above about 80%; inconclusive means between about 30% and that limit; further: 0% is about no effect
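TRPV1-expressing cells were cultured overnight at 35.5C and loaded with Fluo-8 calcium dye for 40 to 90 min at room temperature. After a 10 s baseline, compound was added and calcium influx was read kinetically for 3 min (ex 480/em 520 nm).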
A-T KAP1 phos: potential ataxia-telangiectasia treatment; […] A-T fibroblasts, KAP-1 phosphorylation AlphaLISA; neocarzinostatin DNA damage 30 min before lysis; Potency, µM (series often up to 57.5 µM), inactives show at the top dose activation, actives largely listed as activators; 320,000 compounds, 0.19% hits; further: potency means the concentration at half of the fitted maximal effect; % of control where 0% means no effect; nearly all actives have a fitted effect of over 45% in size
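ATM-like activity read as KAP-1 phosphorylation via AlphaLISA donor/acceptor antibody pairs after lysis and 6 hr at 25C. Cells were ATM-null patient fibroblasts ([…], hTERT), dosed 60 min, then exposed to the DSB inducer NCS for 30 min.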
TSG101-PTAP inh: blocks PTAP/TSG101 interaction to inhibit HIV-1 budding | Fluorescence polarization, FITC-PTAP peptide / Tsg101 binding | Q99816 | 340,000 tested, under 10 active | Potency, µM (doses to about 115 µM), inactives show top-dose activity change, negative = inhibition, most hits filed as inhibitors; active means well fitted inhibition curve with a large enough effect in the main read-out, with a control signal flat, not every such curve was filed as active; inconclusive means small, poorly fitted or top-dose-only effect, or effect the other way, or a change in a side signal; inactive means no such curve, though single readings can be large or run the other way; further: potency means the concentration at half of the fitted maximal effect; % of control where 0% means no effect
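Compounds were pin-transferred onto Tsg101 binding domain (10 uM final) in HEPES pH 7.5 buffer, then FITC-PTAP peptide was added at 50 nM final. After 20 min at RT, polarization reported peptide displacement across a qHTS concentration series.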
BRCA1 expr act: BRCA1 expression activation | MCF7-BRCA1-FFLuc reporter, luminescence, 48 h; response scale: scaled: vehicle 0%, 10 µM genistein 100% | Potency, µM (top dose mostly 46.1 µM), for the others: at the highest dose activation, hits mostly activators | 380,000 compounds, 1.1% hits | AID 624202; further: potency means the concentration at half of the fitted maximal effect; nearly all actives have a fitted effect of over 80% in size; some results filed as inactive show a strong effect at the top dose
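Luminescence from a BRCA1-driven firefly luciferase in MCF7 cells was the read-out, taken 15 min after substrate addition following 48 h compound exposure at 37 °C. Data were normalized to a 10 microM genistein control and DMSO vehicle.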
p53 reactivation: restores transcriptional activity of mutant p53. H1299 p53-A138V BP100-luciferase reporter, luminescence, 24 h. Potency, µM (highest dose often 92.2 µM), inactives show at the top dose activity change, positive = activation, actives largely listed as activators. 320,000 compounds, 0.063% hits. AID 504706; further: potency means the concentration at half of the fitted maximal effect; % of control where 0% means no effect; nearly all actives have a fitted effect of over 45% in size
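p53-null H1299 cells stably carrying temperature-sensitive p53-A138V and a BP100-luciferase reporter were pinned with compounds (4-point, 1:5 series) and held 24 hrs at 37 deg C. Luminescence was read 10 min after detection reagent.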
B2AR arrestin: agonists driving beta-arrestin recruitment to human beta2-adrenergic receptor; beta-arrestin recruitment to beta2AR, cell-based reporter; Potency, µM (doses to about 46.1 µM), inactives show at the highest dose activation, most hits filed as activators; 330,000 compounds, 0.02% hits; AID 492947;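 further: potency means the concentration at half of the fitted maximal effect; 0% = DMSO controls and full agonism = EC100 isoproterenol or metaproterenol; nearly all actives have a fitted effect of over 65% in size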
TCR activator: activates T cell receptor signaling; primary human leukocytes, anti-CD3, IL-2 HTRF, 48 h; Potency, µM (series often up to 9.22 µM), for inactives: at the highest dose activation of IL-2 secretion, actives largely listed as activators; 330,000 tested, under 10 active; AID 504894; further: % of control where 0% means no effect
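Readout: HTRF IL-2, Eu-cryptate/d2 antibody pair, 320nm excitation, 665nm emission. Stimulus: a-CD3 beads, no co-stimulation. Cells: primary human leukocytes. Exposure: 48 hr with compound.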
a7 integrin act: integrin-mediated muscular dystrophy alleviation activation | Potency, µM (doses to about 38.3 µM), for the others: at the top dose activation, hits mostly activators | alpha7betagal myoblasts, beta-gal FDG fluorescence, 48 h | 350,000 compounds, 0.064% hits;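 further: potency means the concentration at half of the fitted maximal effect; 100% = response of the positive control SU9516; nearly all actives have a fitted effect of over 60% in size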
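Alpha7betagal+/- myoblasts (passage 13) were plated 16-24 hr, then exposed to compounds (1:260 dilution of DMSO stock) for 48 hours at 37C. After MPER lysis, β-galactosidase reporter activity was read as FDG fluorescence (ex 480/em 540) after 30 minutes.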
ELG1 repair inh: ELG1-dependent DNA repair inhibition | HEK293T ELG1-luciferase reporter, luminescence, 16 h; DNA damage induced by 5-fluorouridine | Potency, µM (top dose mostly 46.1 µM), inactives show at the top dose activity change, negative = inhibition, usual class: inhibitors | 330,000 compounds, 2.3% hits | AID 504467; further: potency means the concentration at half of the fitted maximal effect; on the % scale 0 is the no-effect control and ±100 the full control effect; nearly all actives have a fitted effect of over 55% in size
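Step one: seed 2,000 cells per well. Step two: pin-transfer compound or DMSO alongside 5-fluorouridine. Step three: incubate 16 hr, 37 °C, 5% CO2. Step four: add ONE-Glo, wait 30 min, read luminescence.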
CXXC DNA block: blocks binding of human MLL CXXC domain to DNA; AID 2662; MLL-CXXC / FITC-HOXA9 DNA fluorescence polarization; 290,000 compounds, 0.037% hits; Potency, µM (top dose mostly 115 µM), for the others: at the top dose activity change, negative = inhibition, most hits filed as inhibitors; active means well fitted inhibition curve with a large enough effect in the polarisation, with a control signal flat, not every such curve was filed as active; inconclusive means small, poorly fitted or top-dose-only effect, or effect the other way, or a change in a side signal; inactive means no such curve, though single readings can be large or run the other way; the % refers to the polarisation; further: potency means the concentration at half of the fitted maximal effect
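Steps: dispense CXXC domain solution (7 uM) → pin compounds or unlabeled HOX-A9 DNA control → 5 min ambient → add FLSN-HOX-A9 solution (50 nM) → spin → 30 min ambient → fluorescence polarization. Tris pH 7.5/NaCl/DTT/BSA buffer.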
The depositor's hits bear a star; ? = inconclusive; / = no result given; [ ] = another dose, or the depositor's remark. Unless noted, the call rests on the fitted dose curve; in most records, active means well fitted curve in the direction sought with a large enough effect; inconclusive means small, poorly fitted or top-dose-only effect, or another doubt; inactive means no such curve, though single readings can be large; an effect the other way counts as inactive or inconclusive. No enrichment for hits; any-hit rate near 3.8%.

Every second line gives: TRPV1 agonist, A-T KAP1 phos, TSG101-PTAP inh, BRCA1 expr act, p53 reactivation, B2AR arrestin, TCR activator, a7 integrin act, ELG1 repair inh, CXXC DNA block
[1] Cc1cc(NC(=O)c2cccs2)ncc1NC(=O)C(C)C
    -0.5, 2.8%, 0.2%, ?, /, -1.0%, /, 22.3%, ?, 1.2%
[2] O=C(O)c1c[nH]c2c(C(F)(F)F)cccc2c1=O
    -3.6, 4.5%, 0.3%, -1.9%, 1.0%, -0.2%, 4.1%, 7.7%, 5.5%, -12.2%
[3] O=C(COC(=O)c1c2c(nc3ccccc13)CCCCC2)c1ccc(Cl)s1
    ?, 2.9%, -0.1%, 0.8%, 9.8%, -0.2%, -0.2%[46.1 µM], -5.1%, ?, 66.4%[activator]
[4] O=C(NCc1cccs1)C(=O)c1c[nH]c2ccccc12
    -2.2, -1.8%, -5.5%, 67.2%, ?, -0.2%, -5.1%, 23.4%, ?, -3.4%
[5] CC(C)(C)C(=O)Nc1cccc(C(=O)Nc2cc(C(=O)O)cc(C(=O)O)c2)c1
    1.7, 12.8%, -6.1%, 0.4%, -1.8%, 0.0%, -5.3%[46.1 µM], 4.1%, -0.9%, 1.6%
[6] Cc1cc(O)c(C(C)C)cc1NC(=O)Nc1cccc2ccccc12
    2.8, -1.2%, 0.8%, -47.5%, -4.9%, 0.5%, -1.3%, 35.7%, ?, -2.1%
[7] c1ccc(COc2ccc(-c3csnn3)cc2)cc1
    3.1, 2.8%, -5.4%, 5.62µM*, 13.3%, -0.1%, -5.3%, 23.1%, ?, 4.6%
[8] C=CCOc1cccc(C2C(C(=O)c3ccco3)=C(O)C(=O)N2Cc2ccco2)c1 (configuration not stated)
    0.3, -1.1%, -1.2%, -5.4%, 2.6%, -0.6%, -11.5%, -4.7%, -6.2%, 13.0%
[9] COc1ccc(C2=NOC(CNC(=O)c3ccccc3Br)C2)c(OC)c1 (configuration not stated)
    2.9, -1.4%, 0.3%, -4.7%, -5.4%, -0.1%, -5.6%, 14.9%, 6.1%, 0.2%
[10] Cc1cc(/C=N/NC(=O)c2ccncc2)c(C)n1-c1ccccc1
    ?, 2.6%, -3.2%, 7.94µM*, ?, 0.3%, -5.1%[46.1 µM], -6.7%, ?, 12.6%

(listing goes on)
Every second line gives: TRPV1 agonist, A-T KAP1 phos, TSG101-PTAP inh, BRCA1 expr act, p53 reactivation, B2AR arrestin, TCR activator, a7 integrin act, ELG1 repair inh, CXXC DNA block
[11] Cc1nn(-c2ccccc2)c(C)c1/C=N/NC(=O)CSc1nnc(SCc2cccc3ccccc23)s1
    -5.1, -0.6%, 0.1%, 29.8%, 8.0%, -1.7%, 2.0%[46.1 µM], 15.2%, -26.4%, 4.0%
[12] COc1ccc(-c2nc3c(n2O)CCC/C3=N\O)cc1
    6.0, 0.3%, -6.0%, 30.5%, 4.4%, 0.1%, 2.2%, -2.9%, ?, 2.8%
[13] O=C(O)c1nn(CCSc2ccccc2F)c(=O)c2ccccc12
    -7.6, -26.9%, -5.8%, 16.9%, 7.9%, -0.2%, 5.5%, -14.9%, ?, -6.9%
[14] CC(=O)Nc1ccc(NC(=O)C(C)OC(=O)c2cc(S(=O)(=O)N(C)C)ccc2N2CCCC2)cc1 (configuration not stated)
    -1.9, -1.4%, 0.1%, -19.0%, -8.7%, -0.3%, -1.9%, 0.0%, ?, /
[15] CC(=O)c1cccc(N2C(=NC(=O)C3CC3)SC3CS(=O)(=O)CC32)c1 (configuration not stated)
    2.4, -8.6%, -5.3%, 3.4%, -0.7%, -0.3%, 12.2%, 14.1%, ?, 12.3%
[16] Cc1ccc(C(=O)C2=C(O)C(=O)N(Cc3ccco3)C2c2ccc(N(C)C)cc2)o1 (configuration not stated)
    -1.8, 6.1%, -7.6%, -2.0%, -4.4%, -0.1%, -0.5%, 33.7%, 5.3%, -2.9%
[17] CCc1nnc(NC(=O)C2Cc3ccccc3CN2S(=O)(=O)c2ccc(C)cc2)s1 (configuration not stated)
    -5.1, 1.8%, -2.0%, 30.9%, 13.6%, 0.4%, 2.6%, -31.1%, ?, -0.6%
[18] Cc1c(CC(=O)N[C@@H](C)C(=O)O)c(=O)oc2cc3oc4c(c3cc12)CCCC4
    -0.2, -2.9%, -2.7%, -2.6%, -2.2%, -0.5%, -4.2%, 0.0%, 1.9%, 2.0%
[19] Cc1nc(C(F)(F)F)nc(Nc2ccc(N=Nc3ccccc3)cc2)c1C#N
    -2.5, 5.3%, -4.0%, -1.7%, 1.6%, 1.9%, 2.7%[46.1 µM], 41.2%, 16.8%, 0.6%
[20] O=C(CSc1nnc(CNC(=O)c2ccc(F)cc2)o1)NCCc1ccccc1
    -4.9, -1.8%, /, -18.3%, -5.3%, -0.3%, -3.8%, 15.5%, -10.8%, -1.4%

Next part.
Every second line gives: TRPV1 agonist, A-T KAP1 phos, TSG101-PTAP inh, BRCA1 expr act, p53 reactivation, B2AR arrestin, TCR activator, a7 integrin act, ELG1 repair inh, CXXC DNA block
[21] CC(C)CC1NC(=S)N(C2CCCCC2)C1=O (configuration not stated)
    14.8, 2.5%, -6.0%, 5.9%, 8.5%, -0.4%, 9.0%, -45.8%[inhibitor], -25.8%, 1.2%
[22] Nc1nonc1-n1nnc(C(=O)N/N=C/C2CCCCC2)c1-c1ccccc1
    0.1, 4.9%, 0.2%, 0.0%, 5.5%, -0.1%, 5.5%, -14.2%, 9.3%, 35.8%[activator]
[23] COc1ccc(NC(=O)CSCc2ccc(C)cc2)cc1
    ?, 1.8%, -0.7%, 12.8%, 0.4%, -0.2%, -3.7%, 18.0%, 5.2%, 20.1%
[24] COc1ccc(/C=C2/N=C(c3cccs3)OC2=O)cc1OC(C)C
    -2.6, 2.7%, ?, 9.4%, 3.3%, 0.1%, 0.4%, -5.7%, -11.1%, ?
[25] COc1ccc(OCC(=O)N2CCc3ccccc3C2)cc1
    19.8, -2.9%, -0.2%, 0.6%, 11.4%, 0.0%, 14.6%, 18.9%, -18.3%, 4.3%
[26] O=C(O)c1ccc(Cl)c(S(=O)(=O)Nc2ccccc2N2CCOCC2)c1
    1.3, 1.4%, -4.7%, 1.2%, -1.9%, -0.6%, 1.3%, -17.5%, -11.8%, 2.2%
[27] CCc1ccccc1Nc1nc(N)nc(CSCC(=O)c2cc(C)n(C)c2C)n1
    0.9, 1.1%, -3.5%, -46.9%, -3.5%, 0.2%, 5.7%, -45.5%[inhibitor], ?, -3.1%
[28] CCOc1ccccc1NC(=O)c1cc2ccccc2oc1=O
    -1.5, 5.5%, -3.1%, -71.3%, 5.4%, -0.6%, /, 0.5%, 7.8%, 1.4%
[29] Cc1ccc(NC(=O)c2ccc(F)cc2)nc1
    2.2, 5.0%, 1.2%, ?, 1.3%, -0.1%, -4.4%, 14.4%, -14.7%, -6.9%
[30] Cc1c(C(=O)NC(C)c2ccc(-n3ccnc3)cc2)cccc1[N+](=O)[O-] (configuration not stated)
    -0.5, -11.8%, -0.6%, -23.8%, -2.7%, 0.3%, -0.9%, -8.4%, -14.9%, 1.3%

(cont.)
Every second line gives: TRPV1 agonist, A-T KAP1 phos, TSG101-PTAP inh, BRCA1 expr act, p53 reactivation, B2AR arrestin, TCR activator, a7 integrin act, ELG1 repair inh, CXXC DNA block
[31] CC1(c2ccc(OC(F)F)cc2)NC(=O)N(CC(=O)Nc2cccnc2Cl)C1=O (configuration not stated)
    5.4, 8.1%, -1.3%, -17.5%, -2.7%, 0.0%, -2.2%, -20.1%, 5.4%, /
[32] CCOc1ccc(S(=O)(=O)NCCC(=O)N2CCN(c3ccc(OC)cc3)CC2)cc1
    2.4, 0.4%, 0.0%, -21.1%, -1.2%, 0.1%, -2.5%, -42.1%, ?, 11.7%
[33] O=C(Cn1nnc(-c2ccccc2)n1)NCc1ccc2c(c1)OCO2
    -1.7, 1.1%, -1.1%, -0.9%, -3.3%, -1.0%, -4.4%, 18.5%, 9.2%, 0.6%
[34] CC1=C(C(=O)NCc2ccccc2)C(c2cccnc2)n2ncnc2N1 (configuration not stated)
    -1.1, -1.8%, -11.1%, -8.1%, 3.6%, 0.3%, -2.1%, -11.8%, -4.5%, 4.2%
[35] COc1ccc(N2C(=O)C3C4C=CC(C4)C3C2=O)c([N+](=O)[O-])c1 (configuration not stated)
    -2.9, -0.4%, -6.9%, 3.4%, -1.4%, -0.1%, 0.4%, ?, -5.9%, -11.2%
[36] COc1ccccc1CC(=O)N1CCCC1
    0.8, 3.6%, -0.6%, -18.4%, -0.7%, -0.3%, 4.9%, 1.9%, -1.2%, 2.4%
[37] CC1=C(C(=O)OC2CCCCC2)C(c2ccco2)n2ncnc2N1 (configuration not stated)
    /, -2.5%, -3.4%, 2.8%, -4.7%, -0.1%, 4.5%, 7.4%, ?, -3.4%
[38] CN(C)S(=O)(=O)N1CCN(C(=O)c2ccccc2Cl)CC1
    2.1, 3.2%, -7.7%, -8.9%, 1.1%, -0.2%, -9.6%, 18.2%, 0.4%, 4.3%

Source: PubChem
